Screens (PubChem BioAssay)
TGFb SMAD3 inh – TGF-b pathway inhibition | HepG2 CAGA-GFP TGF-b/SMAD3 reporter, GFP fluorescence, 18 h; TGF-beta stimulated, 500 pg/mL final | Potency, µM (doses to about 46.1 µM), without a hit: at the top dose activity, negative = inhibition, most hits filed as inhibitors | AID 588855 | 410,000 compounds, 1.2% hits; note: % is set by controls: 0 for no effect and ±100 for the full control effect; nearly all actives have a fitted effect of over 65% in size
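Read-out: total well GFP (ex488/em500-530) summed from mean per-cell fluorescence. Cells: HEPG2 CAGA-GFP, 1% FBS DMEM, 18 h at 37 degrees C with 500 pg/mL final TGF-beta. Unstimulated wells served as the full-inhibition control; stimulated DMSO wells = 0%.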
A549 viability – counter-screen for Nrf2 inhibitors: cytotoxicity in A549 cells | 390,000 compounds, 0.16% hits | Potency, µM (series often up to 46 µM), for the others: at the top dose activity change, negative = cytotoxicity, hits mostly inhibitors | A549 ARE-Fluc cells, CellTiter-Fluor viability, 18-24 h; note: % is set by controls: 0 for no effect and ±100 for the full control effect
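A549 ARE-Fluc cells in 5% FBS OPTI-MEM, 5000 cells/well, rested 2 h then exposed to compounds in concentration-response for 18-24 h at 37 °C. Viability by CellTiter-Fluor fluorescence (Ex 405/Em 525) after 30 min; luciferase luminescence (BugLite, 15 min, RT) read afterwards.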
Nrf2 block – inhibitors of Nrf2 signaling | A549 ARE-Fluc reporter, luciferase luminescence, 18-24 h | Potency, µM (highest dose often 46 µM), for inactives: top-dose activity change, negative = inhibition, usual class: inhibitors | 360,000 compounds, 2.1% hits | AID 504444; note: % is set by controls: 0 for no effect and ±100 for the full control effect; nearly all actives have a fitted effect of over 60% in size
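Cells were seeded and rested 2 h, then exposed to compounds for 18-24 h. CellTiter-Fluor was read first as a viability measure. BugLite was added 15 min before the final luminescent read of ARE-luciferase activity in A549 cells.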
MCF10A rereplic – inducers of DNA re-replication in MCF 10A breast cells | MCF 10A DNA re-replication, Hoechst nuclear intensity, 48 h | Potency, µM (series often up to 46.1 µM), without a hit: at the top dose activity, positive = re-replication, most hits filed as activators | 350,000 compounds, 2.9% hits | AID 624296; note: % of control where 0% means no effect; nearly all actives have a fitted effect of over 50% in size
ATXN2 expr inh – inhibitors of ATXN2 expression; AID 1745845; HEK-293 ATXN2-luciferase reporter, luminescence, 24 h; Potency, µM (titrated, usually from 57 µM), for the others: at the top dose activity change, negative = inhibition, usual class: inhibitors; 360,000 compounds, 0.72% hits; note: % is set by controls: 0 for no effect and ±100 for the full control effect; nearly all actives have a fitted effect of over 55% in size
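qHTS (up to 57 uM final) was run with 24 h compound exposure of reporter cells at 37 °C. Each well was multiplexed: SteadyGlo luminescence measured ATXN2-luciferase expression after a fluorogenic Gly-Phe-AFC viability readout (25 uM final).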
ATXN viability – reduces viability in counter-screen for ATXN expression inhibitors; S2 cells (HEK-293 line with an ATXN2-luciferase reporter) viability, CellTiter-Fluor protease fluorescence, 24 h; Potency, µM (doses to about 56.7 µM), most hits filed as cytotoxic; 400,000 compounds, 0.49% hits; AID 651635; note: nearly all actives have a fitted effect of over 40% in size
Nrf2 activator – Nrf2 pathway activation | AREc32 ARE-luciferase reporter (MCF7-derived line), luminescence, 24 h | Potency, µM (top dose mostly 46.1 µM), without a hit: at the top dose activation, most hits filed as activators | 410,000 compounds, 0.31% hits | AID 624171; note: % of control where 0% means no effect; nearly all actives have a fitted effect of over 65% in size
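Nrf2 activation is followed as ARE-luciferase induction in the AREc32 line after one day of compound treatment; luminescence is read with Steady-Glo.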
HepG2 viability – kills HepG2 cells in TGF-b inhibitor counter-screen; HepG2 CAGA-GFP viability, ATP luminescence, 18 h; Potency, µM (highest dose often 46.1 µM), inactives show at the highest dose activity change, negative = cytotoxicity, usual class: cytotoxic; 410,000 compounds, 0.76% hits; note: some results filed as inactive show a strong effect at the top dose
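CellTiter-Glo luminescence gave cytotoxicity after 18 hours at 37 degrees C. The cells were HepG2 CAGA-GFP in 1% FBS DMEM, stimulated with 500 pg/mL TGF-beta after compound addition. %Activity was normalised to no-cell wells (complete cell-killing) and DMSO (no toxicity), and curves were fitted and classified.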
EPAC2 antagonist – blocks human EPAC2 exchange factor; 360,000 compounds, 0.18% hits; AID 720708; EPAC2 GEF exchange of Rap1B-BODIPY-GDP, fluorescence; Potency, µM (titrated, usually from 114 µM), for the others: top-dose activity, negative = inhibition, most hits filed as inhibitors; note: % is set by controls: 0 for no effect and ±100 for the full control effect; nearly all actives have a fitted effect of over 45% in size; many of its hits are not listed in these tables
Target sequence (Q8WZA2 whole entry, looked up): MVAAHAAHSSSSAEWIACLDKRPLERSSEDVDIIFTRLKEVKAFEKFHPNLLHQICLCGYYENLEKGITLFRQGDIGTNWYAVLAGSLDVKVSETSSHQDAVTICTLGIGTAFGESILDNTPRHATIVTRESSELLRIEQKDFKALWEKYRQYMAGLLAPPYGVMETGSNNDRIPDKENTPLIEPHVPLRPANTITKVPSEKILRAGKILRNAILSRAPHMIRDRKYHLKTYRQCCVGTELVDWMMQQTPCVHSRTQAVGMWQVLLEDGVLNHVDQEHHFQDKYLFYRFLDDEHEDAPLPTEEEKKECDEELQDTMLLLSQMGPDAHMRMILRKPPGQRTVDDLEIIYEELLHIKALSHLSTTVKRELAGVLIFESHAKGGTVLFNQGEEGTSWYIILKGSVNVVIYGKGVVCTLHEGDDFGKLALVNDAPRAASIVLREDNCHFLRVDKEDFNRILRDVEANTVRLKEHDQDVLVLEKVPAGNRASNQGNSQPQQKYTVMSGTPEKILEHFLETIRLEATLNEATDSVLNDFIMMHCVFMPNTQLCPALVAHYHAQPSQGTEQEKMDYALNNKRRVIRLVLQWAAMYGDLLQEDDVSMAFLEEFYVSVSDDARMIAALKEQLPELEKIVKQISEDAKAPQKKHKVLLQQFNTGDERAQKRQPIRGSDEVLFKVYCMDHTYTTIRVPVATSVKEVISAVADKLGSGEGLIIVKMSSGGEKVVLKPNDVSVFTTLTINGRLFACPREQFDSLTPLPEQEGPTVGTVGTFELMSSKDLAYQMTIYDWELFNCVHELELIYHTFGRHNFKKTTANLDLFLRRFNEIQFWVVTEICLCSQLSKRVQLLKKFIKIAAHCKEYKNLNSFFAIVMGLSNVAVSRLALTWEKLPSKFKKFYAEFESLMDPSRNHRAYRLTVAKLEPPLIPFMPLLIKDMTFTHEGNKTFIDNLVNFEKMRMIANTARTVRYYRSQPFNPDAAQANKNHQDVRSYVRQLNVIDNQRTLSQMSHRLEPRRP
Numbers without * were called inactive; i = inactive; u = inconclusive; x = no result given; [ ] = dose if it differs, or a comment. Calls come from the whole dose curve; as a rule, active = well fitted curve in the direction sought with a large enough effect; inconclusive = small, poorly fitted or top-dose-only effect, or another doubt; inactive = no such curve, though single readings can be large; an effect the other way counts as inactive or inconclusive. Potency is the fitted concentration of half-maximal effect.

No.	smiles	TGFb SMAD3 inh	A549 viability	Nrf2 block	MCF10A rereplic	ATXN2 expr inh
1	CC(C)CC(NC(=O)OC(C)(C)C)c1cn([C@@H](CCCCNC(=O)OC(C)(C)C)C(=O)N2CCN(C(=O)OC(C)(C)C)CC2)nn1 (some centres not stated)	-23%	-2%	-19%	u	-31%
2	COc1ccc(C(=O)OCC(=O)Nc2ccc(F)c(F)c2F)cc1OC	2%	-3%	-21%	-4%	-1%
3	COCCN1CC(CNC(=O)c2cc(COc3ccccc3SC)on2)CC1=O (configuration not stated)	5%	-1%	14%	0%	6%
4	CCc1cc(C(=O)OC)c(N2C(=O)C3C4C=CC(C4)C3C2=O)s1 (configuration not stated)	-16%	-10%	-8%	-10%	-2%
5	COC(=O)c1ccc(-n2c(C)ccc2-c2ccccc2)cc1	-32%	21%	-30%	u	-10%
6	COc1ccc(-c2cnc(C(O)c3ccc(C(C)(C)C)cc3)[nH]2)cc1 (configuration not stated)	-10%	x	x	x	-1%
7	NC(=O)CSc1nc2ccc(NC(=O)COc3ccccc3Cl)cc2s1	-12%	-11%	u	x	-8%
8	Cc1cccn2c(=O)c(C=NCc3ccccc3)c(NCCO)nc12	-27%	2%	-5%	2%	-3%
9	CC(C)c1ccc2c(c1)NC(c1ccc(F)cc1)=NC(c1cccs1)=N2	u	-2%	-15%	x	4%
10	O=C(O)CCC(=O)N1N=C(c2ccc(Br)cc2)CC1c1cccc(Br)c1 (configuration not stated)	-11%	-1%	-24%	-3%	-4%
11	COc1cc(OC)cc(C(=O)Nc2ccc3nc4c(c(Nc5ccc(OC)c(OC)c5)c3c2)CCCC4)c1	13µM*	1%	4%[9.27 µM]	x	20µM*
12	CC1=C(C(=O)Nc2cccnc2)C(c2ccc(F)cc2)n2nc(SCc3ccccc3F)nc2N1 (configuration not stated)	5%	6%	-5%[9.27 µM]	x	-7%
13	Cc1cc(=O)oc2c(C)cc(C(C)(C)C)cc12	0%	3%	7%	-2%	-17%
14	O=C(CCNS(=O)(=O)c1ccccc1)NNC(=O)c1csc(N2CCOCC2)n1	-22%	13%	u	-5%	1%
15	CC1(NC(=O)CCc2ccccc2)CCN(CCCc2ccccc2)C1=O (configuration not stated)	-15%	0%	1%	7%	12%

No.	ATXN viability	Nrf2 activator	HepG2 viability	EPAC2 antagonist
1	u	0.6%	-18%	17%
2	i	0.3%	-11%	1%
3	i	-0.4%	2%	18%
4	u	0.1%	0%	3%
5	i	u	-15%	-3%
6	i	3.2%	-17%	-16%
7	u	-1.1%	-21%	x
8	i	0.1%	-6%	-3%
9	u	5.8%	-35%	x
10	i	18%	-11%	-5%
11	28µM*	-3.9%	16µM*	x
12	i	0.3%	-12%	x
13	i	-0.2%	6%	7%
14	i	-0.3%	8%	15%
15	i	-0.6%	-18%	7%

Structures listed above shown as hits in TGFb SMAD3 inh:
nr	molecule	TGFb SMAD3 inh	Nrf2 activator	EPAC2 antagonist
11	COc1cc(OC)cc(C(=O)Nc2ccc3nc4c(c(Nc5ccc(OC)c(OC)c5)c3c2)CCCC4)c1	13µM*	-3.9%	x

Continuation.
No.	smiles	TGFb SMAD3 inh	A549 viability	Nrf2 block	MCF10A rereplic	ATXN2 expr inh
16	N=c1c2c(ncn1Cc1ccco1)Oc1cc(O)ccc1C2c1ccccc1 (configuration not stated)	6%	-8%	u	18%	-32%
17	CCCOc1ccc(C(=O)Nc2ccc(NC(=O)c3cccc(Cl)c3)cc2)cc1	-4%	0%	1%	x	3%
18	O=C(O)C1CCN(c2c([N+](=O)[O-])cc(C(F)(F)F)cc2[N+](=O)[O-])CC1	2%	-6%	-10%	1%	-13%
19	Clc1ccc(CNc2cnccn2)cc1Cl	11%	3%	-2%	11%	-1%
20	CCOc1ccc(CCN2C(=O)C(=O)N([C@@H](Cc3ccc(O)cc3)CN3CCC[C@@H]3CN3C(=O)C(=O)NC[C@@H]3Cc3ccccc3)C[C@@H]2Cc2ccccc2)cc1	-12%	3%	-2%	u	6%
21	COc1cccc(N2C(=O)Nc3ccc(Br)cc3C2(O)C(=O)NCCN(C)C)c1 (configuration not stated)	-10%	5%	14%	0%	-1%
22	O=C(COc1ccccc1)Nc1nnc(-c2ccc(F)cc2)o1	-4%	1%	-11%	11%	-10%
23	COc1ccc(/C(N)=N/OC(=O)C2CCCCC2)cc1	-1%	0%	u	1%	67%[activator]
24	COc1ccccc1N(CC(=O)N1CCCCC1)S(=O)(=O)c1ccccc1	1%	0%[1.84 µM]	2%	0%	-5%
25	Cc1ccc(OCc2nc(-c3ccc(C(=O)N4CCN(c5ccccc5)CC4)cc3)oc2C)cc1	0%	0%	10%	x	-2%
26	CCOc1ccc(C2c3c(oc4ccccc4c3=O)C(=O)N2c2ccc(C)cn2)cc1OC (configuration not stated)	9%	-5%	-20%	3%	5%
27	CCCn1c(SCC(=O)Nc2ccc3c(c2)OCCO3)n[nH]c1=O	-10%	2%	-2%	-3%	7%
28	Cc1cc(Oc2ccc(N)cn2)cc(C)c1Cl	7%	1%	-5%	1%	-4%
29	O=C1NCCN/C1=C\C(=O)c1ccc(Br)cc1	-7%	-4%	u	0%	x
30	CC1CCC2C(=O)N(c3ccc(NC4CCN(Cc5ccccc5)CC4)c([N+](=O)[O-])c3)C(=O)C2C1 (configuration not stated)	4%	4%	21%	22%	x

No.	ATXN viability	Nrf2 activator	HepG2 viability	EPAC2 antagonist
16	i	9.3%	-18%	0%
17	i	-0.6%	22%	x
18	u	0.1%	0%	3%
19	i	6.8%	-39%	-24%
20	i	3.2%	-2%	-7%
21	i	-0.7%	-1%	3%
22	i	-1.2%	-61%	35%[activator]
23	i	2.4%	-2%	-21%
24	i	-0.3%	3%	5%
25	i	-0.6%	3%	x
26	i	-0.2%	-11%	-5%
27	i	2.4%	15%	9%
28	i	1.2%	-2%	-15%
29	i	4.4%	-2%	0%
30	u	-0.1%	-21%	0%

Single values from above.
Value of no. 28 under HepG2 viability: -2%
Value of no. 30 under EPAC2 antagonist: 0%
Value of no. 23 under TGFb SMAD3 inh: -1%
Value of no. 25 under TGFb SMAD3 inh: 0%

Going on with the list.
No.	smiles	TGFb SMAD3 inh	A549 viability	Nrf2 block	MCF10A rereplic	ATXN2 expr inh
31	O=C(NCc1nc2ccccc2n1Cc1ccccc1Cl)c1ccccc1	u	0%	-11%	x	x
32	Cc1ccc(C(=O)NCC(=O)NCC(=O)OCC(=O)c2ccc(Br)cc2)cc1	-31%	10%	5%	5%	8%
33	CN1CCN(c2nc3ccccn3c(=O)c2/C=C(\C#N)S(=O)(=O)c2ccc(Cl)cc2)CC1	-1%	-10%	-1%	2%	-12%
34	CC(=O)N1CCN(c2ccc(Oc3ncnc4sccc34)cc2)CC1	0%	-5%	u	9%	0%
35	CC1CN(Cc2cc(=O)[nH]c(C(C)C)n2)CC(C)O1 (configuration not stated)	3%	1%	-10%	4%	5%
36	COc1cc(/C=N/NC(=O)c2ccncc2)ccc1OC(=O)c1ccco1	28%	5%	7%	-18%	4%
37	O=C(CSc1n[nH]c(-c2ccccc2Cl)n1)NCCc1ccccc1	u	3%	x	x	x
38	CC1=NCCN1S(=O)(=O)c1cc(Cl)ccc1Cl	7%	8%	2%	1%	-8%
39	CCOCc1cnc(C)nc1NCC(=O)c1c(C)[nH]c2ccc(OC)cc12	2%	-7%	u	0%	5%
40	COc1ccc(S(=O)(=O)N2CCCCC2)cc1NC(=O)c1ccc(Cl)nc1	7%	2%	-10%	-19%	4%
41	C=CCn1c(C(O)c2ccccc2)nc2ccccc21 (configuration not stated)	0%	-3%	-5%	1%	3%
42	CC(=O)c1cccc(NC(=S)NNC(=O)c2ccco2)c1	5%	0%	-16%	13%	x
43	O=C(NCc1ccncc1)C(=O)NCC(c1ccco1)N1CCN(c2ccc(F)cc2)CC1 (configuration not stated)	-3%	-7%	u	-1%	-21%
44	CCOC(=O)CC(=O)CSc1ncnc2c1cnn2-c1ccccc1	0%	-6%	u	-1%	41%[activator]
45	CC(C)(C)C(=O)N1CCN(c2ccc([N+](=O)[O-])c(NCC3CCCO3)c2)CC1 (configuration not stated)	-10%	u	12%	1%	-7%

No.	ATXN viability	Nrf2 activator	HepG2 viability	EPAC2 antagonist
31	x	5.5%	-21%	x
32	i	0.0%	-22%	-2%
33	i	0.2%	2%	-21%
34	i	0.1%	-11%	5%
35	i	-1.0%	-6%	-6%
36	i	2.8%	-8%	-1%
37	x	-1.1%	-16%	x
38	i	-0.8%	-3%	-5%
39	i	-0.7%	-1%	7%
40	i	0.0%	0%	-3%
41	i	0.0%	-5%	0%
42	i	12%	-14%	1%
43	i	1.8%	-76%	-7%
44	i	5.6%	7%	0%[57.1 µM]
45	u	0.5%	-13%	-5%

Following part
No.	smiles	TGFb SMAD3 inh	A549 viability	Nrf2 block	MCF10A rereplic	ATXN2 expr inh
46	COc1cc2cc(NC(C)=O)cc(NCc3ccccc3)c2cc1OC	-1%	-2%	-4%	-1%	5%
47	CC(C)c1cc(C(=O)N/N=C/c2cccnc2)n[nH]1	2%	3%	5%	u	-24%
48	CSc1ccccc1C(=O)N1CCC(n2nccc2NC(=O)C(C)(C)C)CC1	14%	-13%	-7%	1%	-12%
49	Cc1cccc(C(=O)Nc2ccc(C(=O)c3ccncc3)cc2)c1	-8%	x	x	x	x
50	O=C(NC1CC1)c1[nH]c(C(F)(F)F)nc1-c1ccccc1	-5%	x	x	x	0%

No.	ATXN viability	Nrf2 activator	HepG2 viability	EPAC2 antagonist
46	i	2.2%	-9%	-7%
47	i	1.6%	-16%	-2%
48	u	-0.6%	1%	11%
49	u	3.3%	-4%	4%
50	i	-0.2%	-3%	2%

Two entries from above, in markdown.
| # | Compound | TGFb SMAD3 inh | A549 viability | Nrf2 block | MCF10A rereplic | ATXN2 expr inh | ATXN viability | Nrf2 activator | HepG2 viability | EPAC2 antagonist |
| --- | --- | --- | --- | --- | --- | --- | --- | --- | --- | --- |
| 7 | NC(=O)CSc1nc2ccc(NC(=O)COc3ccccc3Cl)cc2s1 | -12% | -11% | u | x | -8% | u | -1.1% | -21% | x |
| 8 | Cc1cccn2c(=O)c(C=NCc3ccccc3)c(NCCO)nc12 | -27% | 2% | -5% | 2% | -3% | i | 0.1% | -6% | -3% |

These rows are one share of the data, so the mix of outcomes need not match the whole.
